Screens deposited in PubChem by several laboratories.
OX1R antag-1 – human HCRTR1 antagonism; AID 434989; actives 0.43% (n = 330,000); inhibition, % at 5 µM; CHO/OX1R cells, Fluo-8 calcium fluorescence, orexin A; O43613;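 active = inhibition above its plate's threshold, mean inhibition of all tested compounds on the plate plus 3 SD, cut at about 37% in these data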;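 note: 0% = orexin A challenge wells and 100% = SB-334867-A antagonist wells; not every result past the cut was called active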
Target sequence (O43613 whole entry, looked up): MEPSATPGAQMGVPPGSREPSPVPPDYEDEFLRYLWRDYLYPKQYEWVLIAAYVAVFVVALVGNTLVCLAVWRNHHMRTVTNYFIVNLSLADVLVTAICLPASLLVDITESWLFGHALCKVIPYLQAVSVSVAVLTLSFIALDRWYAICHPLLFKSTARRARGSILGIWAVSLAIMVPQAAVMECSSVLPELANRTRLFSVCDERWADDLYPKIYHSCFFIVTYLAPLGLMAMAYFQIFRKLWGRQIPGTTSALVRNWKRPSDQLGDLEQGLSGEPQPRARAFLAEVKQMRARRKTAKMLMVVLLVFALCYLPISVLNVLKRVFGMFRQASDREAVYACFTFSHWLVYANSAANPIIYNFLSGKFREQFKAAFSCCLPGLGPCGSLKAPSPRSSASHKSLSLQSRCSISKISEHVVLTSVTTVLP
OX1R antag-2 – antagonists of human orexin 1 receptor (OX1R) | OX1R-expressing cells, FRET antagonist read-out | inhibition, % at 6.6 µM | actives 1.8% (n = 330,000) | AID 485270; in the data active = inhibition mostly above about 38%, no sharp cut-off; inactive = mostly below about 40%;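 note: 0% = agonist challenge alone and 100% = reference antagonist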
STK33 kinase inh – blocks human STK33 kinase activity; actives 0.073% (n = 320,000); Q9BYT3; inhibition, % at 10 µM; purified STK33, MBP phosphorylation, ADP-Glo luminescence; AID 2661;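 active = inhibition at or above 25%, using the most active replicate where run in duplicate; inactive = inhibition below 25%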
Target sequence (Q9BYT3 whole entry, looked up): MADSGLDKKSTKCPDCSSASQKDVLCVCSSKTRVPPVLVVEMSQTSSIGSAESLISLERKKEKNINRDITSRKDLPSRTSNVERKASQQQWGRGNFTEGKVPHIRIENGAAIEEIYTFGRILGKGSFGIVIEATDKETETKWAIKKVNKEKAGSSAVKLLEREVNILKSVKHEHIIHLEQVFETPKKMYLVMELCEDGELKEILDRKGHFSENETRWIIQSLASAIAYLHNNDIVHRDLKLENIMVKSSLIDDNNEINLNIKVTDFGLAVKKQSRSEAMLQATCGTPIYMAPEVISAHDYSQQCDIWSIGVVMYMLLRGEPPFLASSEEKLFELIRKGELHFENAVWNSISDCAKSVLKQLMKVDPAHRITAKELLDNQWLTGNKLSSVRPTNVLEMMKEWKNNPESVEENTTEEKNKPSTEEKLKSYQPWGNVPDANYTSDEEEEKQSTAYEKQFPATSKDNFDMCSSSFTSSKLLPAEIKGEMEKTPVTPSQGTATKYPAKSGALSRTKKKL
* = called active by the depositor.

Cc1c(NS(=O)(=O)c2cc([N+](=O)[O-])ccc2Cl)c(=O)n(-c2ccccc2)n1C was read as OX1R antag-1 -12, OX1R antag-2 34 and STK33 kinase inh -0.1.
Screening CCCCNC(=O)NS(=O)(=O)c1ccc(C(=O)OC(C)C)o1 returned OX1R antag-1 -12, OX1R antag-2 4 and STK33 kinase inh -2.1.
Screening Cn1c(CC(=O)NN)c(Sc2ccccc2)c2ccccc21 returned OX1R antag-1 -16, OX1R antag-2 7 and STK33 kinase inh -1.7.
`COc1ccc(NC2CCCN(Cc3cccc4cnccc34)C2)cc1` (configuration not stated) gave OX1R antag-1 -23, OX1R antag-2 10 and STK33 kinase inh 0.5.
For COCCCNC(=S)NC(=O)c1ccc([N+](=O)[O-])cc1 the results were OX1R antag-1 -12, OX1R antag-2 90* and STK33 kinase inh 0.2.
`O=C(/C=C/c1ccc(F)cc1)Nc1cccc(S(=O)(=O)Nc2cccc(C(F)(F)F)c2)c1` gave OX1R antag-1 16, OX1R antag-2 26 and STK33 kinase inh -0.9.
Screening CCOC(=O)c1[nH]cnc1C(=O)Nc1ccc(F)cc1 returned OX1R antag-1 -20, OX1R antag-2 6 and STK33 kinase inh 0.4.
For O=C1C(=O)N(c2ccccn2)C(c2cccc(F)c2)/C1=C(/O)c1ccccc1 (configuration not stated) the results were OX1R antag-1 -16, OX1R antag-2 2 and STK33 kinase inh -0.4.
`O=C1C2CCCCC2C(=O)N1c1ccc(S(=O)(=O)Nc2ncccn2)cc1` (configuration not stated) gave OX1R antag-1 -6, OX1R antag-2 8 and STK33 kinase inh -0.6.
For O=C(COC(=O)c1nc(Cl)ccc1Cl)NC1CCS(=O)(=O)C1 (configuration not stated) the results were OX1R antag-1 -22, OX1R antag-2 10 and STK33 kinase inh -1.1.
For Cc1ccc(CNC(=O)COC(=O)c2ccc(S(=O)(=O)N3CCCC3)cc2)cc1 the results were OX1R antag-1 -24, OX1R antag-2 12 and STK33 kinase inh -1.0.
For C/C(=N/Nc1nc(-c2ccccc2)cc(-c2ccc(F)cc2)n1)c1cccc(N)c1 the results were OX1R antag-1 -38, OX1R antag-2 12 and STK33 kinase inh 0.8.
For C/C(N)=C(/C#N)C(=O)CSc1ccccc1F the results were OX1R antag-1 -15, OX1R antag-2 7 and STK33 kinase inh -1.1.
Screening O=C(C#Cc1ccccc1)c1cccc([N+](=O)[O-])c1 returned OX1R antag-1 13, OX1R antag-2 17 and STK33 kinase inh -1.2.
Screening CN(Cc1cnccn1)Cc1c(C(=O)N2CCc3ccccc3C2)nc2ccc(Cl)cn12 returned OX1R antag-1 -40, OX1R antag-2 10 and STK33 kinase inh -0.8.
For COc1ccc(C)cc1S(=O)(=O)N(C)CC(=O)N1CCCCCC1 the results were OX1R antag-1 -14, OX1R antag-2 13 and STK33 kinase inh 0.4.
Screening CC(C)CNS(=O)(=O)c1ccc(CCC(=O)Nc2ccc3c(c2)OCO3)cc1 returned OX1R antag-1 -15, OX1R antag-2 17 and STK33 kinase inh -2.5.
For CN1CSC2=C(C#N)C(c3cccc(OCc4ccccc4)c3)CC(=O)N2C1 (configuration not stated) the results were OX1R antag-1 -7, OX1R antag-2 8 and STK33 kinase inh -1.6.
Screening CC(C)(C)c1ccc(OCCNC(=S)Nc2ccccc2)cc1 returned OX1R antag-1 -2, OX1R antag-2 28 and STK33 kinase inh -1.5.
COc1ccc(C(=O)N(CN2CCCC2=O)c2ccc(C)cc2)cc1 was read as OX1R antag-1 -19, OX1R antag-2 -3 and STK33 kinase inh -0.4.
Screening CCOC(=O)CN1C(=O)S/C(=C/c2ccc(OC)c([N+](=O)[O-])c2)C1=O returned OX1R antag-1 -14, OX1R antag-2 21 and STK33 kinase inh 0.3.
For COC(=O)c1ccc2c(=O)n(-c3ccccc3)c(=S)[nH]c2c1 the results were OX1R antag-1 -18, OX1R antag-2 6 and STK33 kinase inh 0.7.
`CC(C)C(=O)N1CCC(c2nc(-c3ccc(S(=O)(=O)N4CCCC4)cc3)no2)CC1` gave OX1R antag-1 -12, OX1R antag-2 16 and STK33 kinase inh -0.2.
Screening O=C(CSc1nnc(NC(=O)C2CC(=O)N(c3ccc(F)cc3)C2)s1)NC1CCCC1 (configuration not stated) returned OX1R antag-1 -3, OX1R antag-2 16 and STK33 kinase inh 0.3.
CCC(C)n1c(=N)c(C#N)cc2c(=O)n3ccccc3nc21 (configuration not stated) was read as OX1R antag-1 -14, OX1R antag-2 18 and STK33 kinase inh 0.2.
Screening CCc1ccc(CNc2ccc3c(c2)ncn3CC)cc1 returned OX1R antag-1 -17, OX1R antag-2 9 and STK33 kinase inh -0.1.
CCOC(=O)N1CCN(c2nc3c(C)cccn3c(=O)c2C=O)CC1 was read as OX1R antag-1 -6, OX1R antag-2 25 and STK33 kinase inh -0.2.
For CN1CCC(N(C)C(=O)c2ccccc2F)CC1 the results were OX1R antag-1 -17, OX1R antag-2 -3 and STK33 kinase inh -0.6.
For Cc1sc2ncnc(SCC(=O)NC(=O)c3cccn3C)c2c1C the results were OX1R antag-1 -18, OX1R antag-2 9 and STK33 kinase inh -0.1.
For CC(C)=CCC(C)(C)CNC(=O)NC1CCCCC1 the results were OX1R antag-1 9, OX1R antag-2 9 and STK33 kinase inh 0.1.
For CC(=O)c1cc(-c2ccccc2)n(CC(=O)N2CCN(C3CCCC3)CC2)c1C the results were OX1R antag-1 -27, OX1R antag-2 9 and STK33 kinase inh -1.0.
For N#Cc1ccccc1Sc1ccccc1C(=O)OCC(=O)N1CCN(C(=O)c2ccco2)CC1 the results were OX1R antag-1 -22, OX1R antag-2 12 and STK33 kinase inh 0.1.
Screening CCS(=O)(=O)c1cc([N+](=O)[O-])c(Sc2ccccc2N)s1 returned OX1R antag-1 -19, OX1R antag-2 12 and STK33 kinase inh -2.7.
`O=C1c2cc([N+](=O)[O-])ccc2-c2ncccc21` gave OX1R antag-1 -15, OX1R antag-2 67* and STK33 kinase inh -1.0.
For c1ccc2c(-c3nn4nnnc4c4ccccc34)cccc2c1 the results were OX1R antag-1 -23, OX1R antag-2 8 and STK33 kinase inh -1.5.
Screening COCc1cc(C)nc(OCC(=O)N/N=C/c2ccc(-c3cc([N+](=O)[O-])ccc3C)o2)c1C#N returned OX1R antag-1 -4, OX1R antag-2 9 and STK33 kinase inh 0.5.
For Cc1ccc(C2CC(c3cccs3)=NN2C(=O)CSc2nc(=O)n3ccc(C)cc3n2)cc1 (configuration not stated) the results were OX1R antag-1 -11 and OX1R antag-2 12.
`O=C1OCCC1Sc1nnc(-c2ccc(Br)cc2)o1` (configuration not stated) gave OX1R antag-1 -7, OX1R antag-2 11 and STK33 kinase inh -9.4.
For CCOc1ccc(/C=C2/C(=N)N3OC(C)=CC3=NC2=O)cc1OC the results were OX1R antag-1 -11 and OX1R antag-2 12.
Screening CC(C)Oc1cccc(C(=O)Nc2ccc(NC(=O)c3ccco3)cc2)c1 returned OX1R antag-1 -32, OX1R antag-2 9 and STK33 kinase inh 0.3.
`CC1=C(CC/C(C)=N/NC(N)=S)C(C)(C)CCC1` gave OX1R antag-1 -1, OX1R antag-2 -2 and STK33 kinase inh -1.8.
For O=C1C(=O)N(CCN2CCOCC2)C(c2ccncc2)/C1=C(/O)c1ccc2c(c1)OCO2 (configuration not stated) the results were OX1R antag-1 -3, OX1R antag-2 29 and STK33 kinase inh -0.5.
Cn1c(/C=N/n2cnnc2)nc2ccccc21 was read as OX1R antag-1 0, OX1R antag-2 9 and STK33 kinase inh 0.9.
Screening O=C(/C=C/c1ccccc1)NCCSCc1ccccc1 returned OX1R antag-1 -14, OX1R antag-2 18 and STK33 kinase inh -1.1.
`COc1ccc(NC(=S)NCC2CCCO2)c(C)c1` (configuration not stated) gave OX1R antag-1 -11, OX1R antag-2 -2 and STK33 kinase inh 0.1.
For Cc1ccccc1OCCOC(=O)c1c(-c2ccccc2)noc1C the results were OX1R antag-1 -31, OX1R antag-2 21 and STK33 kinase inh -0.5.
For COc1cc(C(=O)NCc2ccncc2)cc(Br)c1OCc1ccccc1 the results were OX1R antag-1 -11, OX1R antag-2 23 and STK33 kinase inh -1.2.
`COc1ccc(NC(=O)c2cc(-c3ccccc3)oc2C)cc1` gave OX1R antag-1 -28, OX1R antag-2 14 and STK33 kinase inh -0.7.

Quoted from the listing, 2 compounds:
For COc1cc(C(=O)NCc2ccncc2)cc(Br)c1OCc1ccccc1 the results were OX1R antag-1 -11, OX1R antag-2 23 and STK33 kinase inh -1.2.
`COc1ccc(NC(=O)c2cc(-c3ccccc3)oc2C)cc1` gave OX1R antag-1 -28, OX1R antag-2 14 and STK33 kinase inh -0.7.

Carrying on.
CN(CC(=O)Nc1cccc(F)c1)C(=O)c1ccc2c(c1)OCCO2 was read as OX1R antag-1 -11, OX1R antag-2 11 and STK33 kinase inh -0.6.
CC(NC(=S)NC(=O)c1ccccc1Br)c1ccccc1 (configuration not stated) was read as OX1R antag-1 -16, OX1R antag-2 -1 and STK33 kinase inh -1.3.
`CC(=O)c1cccc(NC(=O)CN2CCc3cc4c(cc3C2C)OCCCO4)c1` (configuration not stated) gave OX1R antag-1 4, OX1R antag-2 13 and STK33 kinase inh -1.8.
`N/C(=N\OC(=O)COc1ccc(Cl)cc1Br)c1cccnc1` gave OX1R antag-1 -27, OX1R antag-2 12 and STK33 kinase inh -1.6.
`COc1ccc(C(=O)N/N=C(\N)c2cc3ccccc3oc2=O)cc1` gave OX1R antag-1 -10, OX1R antag-2 20 and STK33 kinase inh -1.3.
Screening Cn1ccnc1C(O)c1ccccc1 (configuration not stated) returned OX1R antag-1 -3, OX1R antag-2 14 and STK33 kinase inh -0.9.
For CN(CC(=O)Nc1ccc(F)cc1)CC(=O)Nc1ccc(Cl)c(S(=O)(=O)N2CCOCC2)c1 the results were OX1R antag-1 -21, OX1R antag-2 8 and STK33 kinase inh -1.8.
Screening CCOC(=O)C1CCCN(C(=O)C(=O)Nc2ccc3nc4n(c(=O)c3c2)CCCCC4)C1 (configuration not stated) returned OX1R antag-1 -30, OX1R antag-2 5 and STK33 kinase inh -1.6.
`COc1cc(C2CC(=O)Oc3c(C(CCN4CCCC(C)C4)c4ccc(N(C)C)cc4)c(OC)cc(OC)c32)cc(OC)c1OC` (configuration not stated) gave OX1R antag-1 -32, OX1R antag-2 20 and STK33 kinase inh 0.1.
`O=c1oc2ccc(Br)cc2cc1-c1nc2ccccc2o1` gave OX1R antag-1 2, OX1R antag-2 15 and STK33 kinase inh -1.0.
Screening Cc1nc([N+](=O)[O-])cn1CC(=O)Nc1ccc2c(c1)OCO2 returned OX1R antag-1 -1, OX1R antag-2 6 and STK33 kinase inh -1.3.
COCCN1C2=C(COC(C)(C)C2)C(=S)NC1c1ccccc1 (configuration not stated) was read as OX1R antag-1 -3, OX1R antag-2 14 and STK33 kinase inh -0.9.
`C/C(=N\N1CCN(c2ccc(Cl)cc2)CC1)c1cccs1` gave OX1R antag-1 -15, OX1R antag-2 5 and STK33 kinase inh -0.1.
For CCCCOc1ccc(/C=C/C(=O)OCC(=O)NC(=O)NCC(C)C)cc1OCC the results were OX1R antag-1 0, OX1R antag-2 10 and STK33 kinase inh -0.2.
`O=S(=O)(N[C@H]1C[C@@H](NS(=O)(=O)OCC(Cl)(Cl)Cl)C2CCCCC21)OCC(Cl)(Cl)Cl` (some centres not stated) gave OX1R antag-1 -10, OX1R antag-2 17 and STK33 kinase inh -2.0.
Screening Cc1cccc(C(=O)N[C@H](C(=O)Nc2ccc3c(c2)OCO3)C(C)C)c1 returned OX1R antag-1 -29, OX1R antag-2 10 and STK33 kinase inh -0.6.
For O=C(Nc1cccnc1)c1ccc2snnc2c1 the results were OX1R antag-1 -14, OX1R antag-2 13 and STK33 kinase inh 2.1.
O=C(CCN1CCC(c2ccc(Cl)s2)=N1)c1ccc(Cl)s1 was read as OX1R antag-1 -12, OX1R antag-2 8 and STK33 kinase inh -0.4.
Screening CC(=O)N1CCc2c(sc(NC(=O)CN3C(=O)c4ccccc4C3=O)c2C(N)=O)C1 returned OX1R antag-1 1, OX1R antag-2 16 and STK33 kinase inh 1.4.
CCc1cc(-c2n[nH]c(=S)n2-c2ccccc2C)cs1 was read as OX1R antag-1 -10, OX1R antag-2 4 and STK33 kinase inh 2.1.
O=C(CCNC(=O)c1ccccc1)NCCc1ccc(Cl)cc1 was read as OX1R antag-1 4, OX1R antag-2 7 and STK33 kinase inh -0.1.
CC(=O)Nc1sc2c(c1C(c1ccccc1Cl)N1CCN(CCO)CC1)CCCC2 (configuration not stated) was read as OX1R antag-1 -7, OX1R antag-2 3 and STK33 kinase inh -0.3.
For O=C(CCc1ccccc1)Nc1nccs1 the results were OX1R antag-1 3, OX1R antag-2 20 and STK33 kinase inh -2.0.

Compounds shown so far containing two or more sulfur atoms:
Screening O=C(CSc1nnc(NC(=O)C2CC(=O)N(c3ccc(F)cc3)C2)s1)NC1CCCC1 (configuration not stated) returned OX1R antag-1 -3, OX1R antag-2 16 and STK33 kinase inh 0.3.
For Cc1sc2ncnc(SCC(=O)NC(=O)c3cccn3C)c2c1C the results were OX1R antag-1 -18, OX1R antag-2 9 and STK33 kinase inh -0.1.
Screening CCS(=O)(=O)c1cc([N+](=O)[O-])c(Sc2ccccc2N)s1 returned OX1R antag-1 -19, OX1R antag-2 12 and STK33 kinase inh -2.7.
For Cc1ccc(C2CC(c3cccs3)=NN2C(=O)CSc2nc(=O)n3ccc(C)cc3n2)cc1 (configuration not stated) the results were OX1R antag-1 -11 and OX1R antag-2 12.
`O=S(=O)(N[C@H]1C[C@@H](NS(=O)(=O)OCC(Cl)(Cl)Cl)C2CCCCC21)OCC(Cl)(Cl)Cl` (some centres not stated) gave OX1R antag-1 -10, OX1R antag-2 17 and STK33 kinase inh -2.0.
O=C(CCN1CCC(c2ccc(Cl)s2)=N1)c1ccc(Cl)s1 was read as OX1R antag-1 -12, OX1R antag-2 8 and STK33 kinase inh -0.4.
CCc1cc(-c2n[nH]c(=S)n2-c2ccccc2C)cs1 was read as OX1R antag-1 -10, OX1R antag-2 4 and STK33 kinase inh 2.1.
